# S-ASM inh: Inhibitors of Secretory Acid Sphingomyelinase (S-ASM): qHTS. actives 0.006% (n = 340,000). Sphingomyelin phosphodiesterase (Homo sapiens), P17405. placental ASM, HMU-PC fluorogenic substrate, 60 min. Potency, µM (titrated, usually from 57.5 µM), inactives show at the top dose activity change, negative = inhibition, hits mostly inhibitors; note: potency is the fitted concentration of half-maximal effect
#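 Human placenta-derived ASM enzyme was preincubated with compound for 10 minutes at room temperature, then given fluorogenic substrate HMU-PC0 (9 uM final) for 60 minutes at 37 °C; a pH 10 stop preceded fluorescence reading at Ex 386/Em 447 nm.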
# KCNH2 WT inh: qHTS for Inhibitors of KCHN2 3.1: Wildtype qHTS; AID 720551, 2013; actives 0.37% (n = 340,000); activity change, % at 1.84 µM; Voltage-gated inwardly rectifying potassium channel KCNH2 (Homo sapiens), Q12809; U2OS, BacMam KCNH2, thallium flux FluxOr; hits give low values;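 active = maximum activity change below -70%; inconclusive = maximum activity change between -70% and -50%; inactive = maximum activity change above -50%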; note: % is set by controls: 0 for no effect and ±100 for the full control effect
# Target sequence (Q12809 whole entry, looked up): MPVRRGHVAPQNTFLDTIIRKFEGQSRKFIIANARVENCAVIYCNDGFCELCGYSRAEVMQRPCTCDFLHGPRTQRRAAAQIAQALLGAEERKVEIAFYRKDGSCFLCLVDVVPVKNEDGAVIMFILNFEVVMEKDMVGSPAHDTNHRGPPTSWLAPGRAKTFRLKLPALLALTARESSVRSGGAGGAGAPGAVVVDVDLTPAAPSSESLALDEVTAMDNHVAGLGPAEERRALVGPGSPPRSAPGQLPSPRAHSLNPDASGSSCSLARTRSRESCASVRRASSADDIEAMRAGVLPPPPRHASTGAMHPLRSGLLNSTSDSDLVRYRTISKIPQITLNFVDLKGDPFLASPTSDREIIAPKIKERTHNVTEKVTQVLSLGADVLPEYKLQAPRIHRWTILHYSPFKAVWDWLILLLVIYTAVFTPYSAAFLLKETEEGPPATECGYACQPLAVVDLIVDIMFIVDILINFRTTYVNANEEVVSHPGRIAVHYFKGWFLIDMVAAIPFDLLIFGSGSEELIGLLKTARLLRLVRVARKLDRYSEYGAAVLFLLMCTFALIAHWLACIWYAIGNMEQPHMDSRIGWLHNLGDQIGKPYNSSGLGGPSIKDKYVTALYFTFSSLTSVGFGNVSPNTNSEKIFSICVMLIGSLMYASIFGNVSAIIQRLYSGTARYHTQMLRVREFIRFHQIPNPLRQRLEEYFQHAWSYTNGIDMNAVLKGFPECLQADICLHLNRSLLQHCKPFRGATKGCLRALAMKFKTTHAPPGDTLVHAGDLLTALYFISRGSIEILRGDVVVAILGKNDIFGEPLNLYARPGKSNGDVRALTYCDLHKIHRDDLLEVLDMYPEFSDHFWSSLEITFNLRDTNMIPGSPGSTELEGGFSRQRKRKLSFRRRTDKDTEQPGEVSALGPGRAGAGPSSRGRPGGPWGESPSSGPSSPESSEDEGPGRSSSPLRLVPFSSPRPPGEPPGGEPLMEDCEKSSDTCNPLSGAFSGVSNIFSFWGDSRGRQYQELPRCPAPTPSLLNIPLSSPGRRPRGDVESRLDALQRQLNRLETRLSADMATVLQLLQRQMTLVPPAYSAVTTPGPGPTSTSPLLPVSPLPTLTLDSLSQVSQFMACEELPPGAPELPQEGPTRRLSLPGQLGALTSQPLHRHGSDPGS
#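 U2OS cells were transduced with wild-type KCNH2 virus (2.03 x 10^8 / mL) for 4 h at room temperature, then cultured overnight at 37 C. Thallium flux was read with FluxOr dye. Rate constants were normalized to DMSO controls.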
# USP2a block: qHTS Assay for Inhibitors of Ubiquitin-specific Protease USP2a Using CHOP2 as the Reporter. Potency, µM (highest dose often 38.3 µM), without a hit: top-dose activity change, negative = inhibition, hits mostly inhibitors. actives 0.01% (n = 330,000). USP2 core, Ub-CHOP2 coupled fluorogenic reporter, 485/531;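 note: potency is the fitted concentration of half-maximal effect; plate controls were DMSO wells for no effect and full inhibition by NEM control for full effect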
#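 Cell-free coupled assay: 10nM USP2 core preincubated 30min RT with compound in Tris-HCl pH 8.0/CaCl2/CHAPS buffer, then 25nM Ub-CHOP2 and 25nM reporter substrate; fluorescence (Ex 485/Em 531) read after 60min RT, normalized to NEM inhibition, concentration-response curves fitted.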
# Eya2 phos inh: qHTS Assay for Inhibitors of the Phosphatase Activity of Eya2 | recombinant Eya2, OMFP fluorescence dephosphorylation (OMFP is methylfluorescein phosphate) | AID 488837, 2010 | actives 0.006% (n = 330,000) | Protein phosphatase EYA2 (Homo sapiens), O00167 | Potency, µM (highest dose often 76.9 µM), for inactives: at the highest dose activity, negative = inhibition, usual class: inhibitors; note: potency is the fitted concentration of half-maximal effect; % is set by controls: 0 for no effect and ±100 for the full control effect
#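 Eya2 (0.2 uM) preincubated 10 min at ambient with compound, then OMFP substrate added at 50 uM; 10 min reaction in 50 mM HEPES pH 7.5, 50 mM NaCl, 5 uM MgCl2, 0.05% BSA, 1 mM DTT. Fluorescence read at Ex 485/Em 525 nm.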
# TSHR antag: Antagonists of the Thyroid Stimulating Hormone Receptor: HTS campaign | Thyrotropin receptor (Homo sapiens), P16473 | TSHR-expressing cells, TSH-stimulated cAMP HTRF, 2 h; hits give low values | activity change, negative = inhibition, % at 11.5 µM | actives 0.2% (n = 330,000);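 active = activity change below a set negative limit, meaning inhibition stronger than a set level, cut at about -70% in these data; inconclusive = activity change between two set negative limits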; note: % is set by controls: 0 for no effect and ±100 for the full control effect
#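 Competitive HTRF cAMP read-out (cryptate anti-cAMP antibody, cAMP-d2; 30 min, room temperature) in freshly harvested TSHR cells. Compounds added before TSH at EC80 (4nM final), followed by 2 hours' incubation at 37 deg C.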
# BCR signal inh: qHTS Assay to Find Inhibitors of Chronic Active B-Cell Receptor Signaling; AID 493014, 2011; ABC-DLBCL IkBa-CBG/CBR reporter, luminescence ratio, 4 h; actives 0.05% (n = 340,000); Potency, µM (top dose mostly 46.1 µM), for inactives: at the top dose ratio change, negative = lower green/red ratio, usual class: inhibitors; active = well fitted inhibition curve with a large enough effect in the signal ratio, with a control signal flat, not every such curve was filed as active; inconclusive = small, poorly fitted or top-dose-only effect, or effect the other way, or a change in a side signal; the % refers to the signal ratio;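 note: potency is the fitted concentration of half-maximal effect; plate controls were basal doxycycline-induced cells for no effect and cells given 10 µM MG132 for full effect; MG132 reads +100%, hits lower the ratio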
#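 TMD8 human ABC-DLBCL cells with doxycycline-inducible IκBα–green luciferase fusion and unfused red luciferase, in 0.5% FBS medium; compounds up to 46 uM, 4 h at 37C. Green/red luminescence ratio, filter-overlap corrected, fitted to concentration-response curves.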
# Mito fusion yeast: qHTS Assay for Small Molecule Inhibitors of Mitochondrial Division or Activators of Mitochondrial Fusion; S. cerevisiae fusion-defective mutant growth rescue, CellTiterGlo 48 h; Potency, µM (series often up to 46.1 µM), for inactives: at the highest dose growth rescue (activation), actives largely listed as activators; actives 0.23% (n = 320,000); AID 485298, 2010;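 note: potency is the fitted concentration of half-maximal effect; % of control where 0% means no effect; nearly all actives have a fitted effect of over 45% in size; temperature-sensitive fusion mutants such as fzo1-1 at 37 °C on non-fermentable ethanol glycerol medium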
#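 S. cerevisiae fusion-defective temperature-sensitive mutants (e.g. fzo1-1, mgm1-5) grown 48 h at 37C in YPEG (ethanol/glycerol non-fermentable) medium with 23 nl compound per well; growth rescue read as CellTiterGlo luminescence.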
# MBNL1-CUG inh: qHTS Assay for Inhibitors of MBNL1-poly(CUG) RNA binding | actives 0.036% (n = 280,000) | AID 2675, 2010 | TR-FRET MBNL1-His/biotin-(CUG)12 binding, 665/545 ratio | Potency, µM (titrated, usually from 57.5 µM), for inactives: at the top dose activity change, negative = inhibition, most hits filed as inhibitors | Muscleblind-like protein 1 (Homo sapiens), Q9NR56; active = well fitted inhibition curve with a large enough effect in the signal ratio, with a control signal flat, not every such curve was filed as active; inconclusive = small, poorly fitted or top-dose-only effect, or effect the other way, or a change in a side signal; inactive = no such curve, though single readings can be large or run the other way; the % refers to the signal ratio; note: potency is the fitted concentration of half-maximal effect; % is set by controls: 0 for no effect and ±100 for the full control effect
#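 Inhibition of protein-RNA binding appears as loss of TR-FRET between terbium anti-His antibody on MBNL1-His and streptavidin-XL665 on biotin-(CUG)12. Activity is normalized to buffer-only and uninhibited-complex controls.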
# GALK inhibitor: qHTS Assay for Inhibitors of Human Galactokinase (GALK). P51570. Purified GALK, Kinase-Glo residual ATP luminescence. Potency, µM (series often up to 57.5 µM), without a hit: at the top dose activity change, negative = inhibition, actives largely listed as inhibitors. actives 0.007% (n = 270,000). AID 1868, 2009; note: potency is the fitted concentration of half-maximal effect; % is set by controls: 0 for no effect and ±100 for the full control effect
#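 The enzyme phosphorylates galactose (100 uM) using ATP (35 uM); inhibition is detected as higher residual ATP, quantified by bioluminescence after 1 h reaction at room temperature, pH 8.0.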
# Menin MLL FP TR: qHTS Assay for Inhibitors Targeting the Menin-MLL Interaction in MLL Related Leukemias: Competition With Texas Red Labeled MLL-derived Mutant Peptide. O00255. Menin + Texas Red MLL mutant peptide, fluorescence polarization. Potency, µM (titrated, usually from 61.6 µM), for inactives: at the top dose FP activity change, negative = inhibition, most hits filed as inhibitors. actives 0.23% (n = 270,000). AID 1768, 2009; active = well fitted inhibition curve with a large enough effect in the polarisation, with a control signal flat, not every such curve was filed as active; inconclusive = small, poorly fitted or top-dose-only effect, or effect the other way, or a change in a side signal; inactive = no such curve, though single readings can be large or run the other way; the % refers to the polarisation; note: potency is the fitted concentration of half-maximal effect; % of control where 0% means no effect; many of its hits are not listed in these tables
# PKM2 act: qHTS Assay for Activators of Human Muscle isoform 2 Pyruvate Kinase. AID 1631, 2009. Potency, µM (highest dose often 57.5 µM), for inactives: at the top dose activation, hits mostly activators. purified PKM2, Kinase-Glo ATP luminescence, activation; response scale: 0% is enzyme alone, no compound. actives 0.34% (n = 260,000); note: potency is the fitted concentration of half-maximal effect; % is set by controls: 0 for no effect and ±100 for the full control effect; nearly all actives have a fitted effect of over 55% in size
#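 hPK-M2, >95% pure; 0.1 mM ADP / 0.5 mM PEP final; imidazole pH7.2 buffer w/ 7 mM MgCl2, 50 mM KCl; 1 h RT; Kinase-Glo lum. Intermediate enzyme activity for dual inhibitor/activator qHTS.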
# The depositor's hits bear a star; ? = inconclusive; / = no result given; [ ] = another dose, or the depositor's remark. Unless noted, calls come from the whole dose curve; as a rule, active = well fitted curve in the direction sought with a large enough effect; inconclusive = small, poorly fitted or top-dose-only effect, or another doubt; inactive = no such curve, though single readings can be large; an effect the other way counts as inactive or inconclusive.
SMILES	S-ASM inh	KCNH2 WT inh	USP2a block	Eya2 phos inh	TSHR antag	BCR signal inh	Mito fusion yeast	MBNL1-CUG inh	GALK inhibitor	Menin MLL FP TR	PKM2 act
O=C(Nc1cc(S(=O)(=O)Nc2ccccc2F)ccc1Cl)c1ccc(F)cc1F	-5%	2	0%	-10%	5	3%	/	/	/	/	/
CC(C)(C)C(=O)Nc1nnc(SCC(=O)NCc2ccco2)s1	8%	3	1%	-3%	-5	8%	-5%	-2%	0%	5%	0%
Cc1ccc(S(=O)(=O)/C(=C/Cl)NC(=O)c2ccccc2)cc1	2%	-16	0%	-2%	7	?	-8%	/	-2%	7%	-6%
O=C(NCc1ccc2c(c1)OCO2)c1ccc2c(c1)N(Cc1c(F)cccc1Cl)C(=O)CS2	-1%	22	5%	-7%	-26	?	-5%	5%	/	-2%	-12%
Cc1ccc2nc(-c3ccccn3)c(NC3CCCC3)n2c1	5%	11	4%	0%	1	-8%	-2%	7%	3%	-12%	-2%
COc1cccc(C(C)NC(=O)Nc2ccccc2Cl)c1 (stereo not drawn)	-5%	1	-2%	10%	-9	1%	19%	-9%	1%	-7%	2%
CC(=O)Cc1ccccc1OCC(=O)O	-2%	6	3%	5%	6	8%	0%	0%	1%	-26%	3%
Cc1c(CC(=O)NCCC(=O)O)c(=O)oc2cc3oc4c(c3cc12)CCCC4	101%[activator]	3	1%	8%	8	?	19%	-14%	2%	-5%	/
O=C(O)c1cc2cc(Oc3ccccc3)ccc2[nH]1	3%	8	3%	8%	-18	12%	11%	3%	-2%	14%	2%
CCN(c1ccccc1)S(=O)(=O)c1ccc(OC)c(NC(=O)CN(C)C)c1	10%	0	0%	5%	-9	-2%	0%	-5%	-3%	-26%	10%
CCc1c(C(=O)NC2CCCc3ccccc32)[nH]c(C)c1C(C)=O (stereo not drawn)	3%	15	-3%	-11%	5	-3%	15%	-4%	1%	1%	/
CCOc1cc(-c2c(C#N)c(N)nc3c2CCCC3)ccc1O	0%	3	1%	-15%	-10	4%	2%	4%	-3%	-11%	-2%
CCOC(=O)c1sc(NCC2CCCO2)nc1C (stereo not drawn)	-2%	-7	-2%	-23%	4	8%	-9%	-5%	-5%	-25%	9%
CCc1ccc([C@H]2C(C(=O)O)=C[C@@H](CC3CCCC3)N2S(=O)(=O)c2ccc(C)cc2)cc1	-12%	-6	1%	-7%	-13	-2%	/	/	/	/	/
CC(C)C[C@H](NC(=O)c1nc[nH]c1C(=O)N1CCC(C)CC1)C(=O)OC(C)(C)C	-6%	-1	0%	-9%	2	?	14%	-7%	6%	/	-3%
COc1ccc(N2CCN(S(=O)(=O)c3c(C(=O)N4CCOCC4)c(C)n(C)c3C)CC2)cc1	-3%	10	1%	-10%	9	1%	-1%	-4%	-7%	/	/
CC(=O)c1cccc(NC(=O)CCc2nnc3ccc(N4CCN(C)CC4)nn23)c1	-12%	-4	2%	-3%	11	0%	-16%	17%	2%	6%	/
C=CCc1cc(OC)ccc1OCCOCCC(C(=O)OCC)C(=O)OCC	2%	1	-1%	-11%	-1	-1%	-1%	-9%	-3%	-13%	1%
O=C(NC1CCCN(CCc2ccccc2)C1)c1c(F)cccc1F (stereo not drawn)	-3%	38	1%	?	0	-6%	-3%	-1%	4%	-9%	3%
Cn1c(=O)c2c(nc(OCc3cccnc3)n2Cc2c(F)cccc2Cl)n(C)c1=O	-1%	0	4%	5%	12	1%	8%	-4%	-5%	11%	0%
CC(/C=C\c1ccccc1)=C/C(=O)O	-3%	-7	2%	7%	9	?	4%	0%	/	/	5%
CCOC(=O)C1CCN(c2nc(C)cc(C)c2C#N)CC1	2%	2	2%	-3%	-6	2%	6%	-8%	7%	?	3%
Cc1ccc(C)c(NC(=S)N2CCC(NC(=O)C3CCCCC3)CC2)c1	3%	1	-1%	0%	-2	-7%	0%	1%	-3%	7%	-4%
COc1cc(C(C)=O)ccc1OCc1cc(C(=O)N(C)CCC2CCCCO2)no1 (stereo not drawn)	2%	-13	1%	6%	-5	12%	8%	3%	-5%	-6%	/
COc1ccc([C@H]2CC(=O)C=C(c3ccccc3OC)C2)cc1OC	2%	-1	-2%	-15%	-3	0%	10%	/	/	/	/
COc1ccc(-c2nn(-c3ccccc3)cc2C(=O)O)cc1N	-4%	3	-1%	1%	-16	0%	-2%	-3%	-1%	0%	1%
Cc1cc(OC(=O)c2cc([N+](=O)[O-])ccc2Cl)c([N+](=O)[O-])c(=O)[nH]1	3%	-7	2%	-5%	-2	1%	0%	?	/	-14%	0%
COc1ccc(CCN2CN(S(=O)(=O)c3ccc(OC)cc3)c3nc4ccccc4nc32)cc1	8%	-4	-6%	-1%	-6	-2%	15%	/	-4%	16%	1%
COC(=O)C1=C(C)N(Cc2ccc(C)cc2)C(=O)C1	1%	-21	2%	-2%	-13	0%	-3%	5%	-2%	/	1%
O=C(CN1C(=O)NC(Cc2c[nH]c3ccccc23)C1=O)Nc1ccccc1Br (stereo not drawn)	-1%	28	0%	-3%	7	1%	0%	/	/	/	/
COc1ccc(/C=C2\CCCC3C2=NN(C(=O)COC(=O)CNC(=O)c2ccccc2)C3c2ccc(OC)cc2)cc1 (stereo not drawn)	-17%	-10	-2%	-2%	-7	13%	-4%	1%	0%	1%	5%
COc1ccc(N2C(=O)CC(N3CCN(c4ccccc4F)CC3)C2=O)cc1 (stereo not drawn)	-2%	10	2%	4%	-4	0%	0%	-4%	4%	9%	1%
CCOC(=O)c1c(S(=O)(=O)NCC(=O)Nc2cccc(C)n2)c(C)n(C)c1C	3%	-11	1%	-1%	-7	-3%	-10%	-1%	1%	/	/
CN(c1ccccc1)S(=O)(=O)c1cccc(C(=O)NCCCN2CCCC2=O)c1	/	0	0%	-1%	-8	?	2%	/	/	/	/
CCn1c(=O)c2c3c(sc2n(C)c1=O)CCC3	11%	-7	2%	9%	-12	-1%	-1%	8%	2%	11%	2%
Cc1ccc(O)c(CCc2ccccc2)n1	/	6	23%	-21%	21	12%	-2%	-15%	-2%	18%	-13%
COc1ncnc2c1sc1nc(-c3ccccc3)c3c(c12)CCCC3	-12%	-1	0%	-23%	21	?	14%	?	1%	1%	-25%
CC1(C(=O)OCC(=O)Nc2ccc(C(N)=O)cc2)CC1(Cl)Cl (stereo not drawn)	-2%	-17	-1%	10%	5	-6%	9%	12%	0%	19%	-4%
COc1cccc(C(c2sc3ncnn3c2O)N2CC(C)OC(C)C2)c1 (stereo not drawn)	5%	7	0%	-6%	1	0%	-6%	-7%	0%	-3%	3%
O=C(CSc1nc2ccccc2c(=O)n1Cc1ccco1)NCc1ccco1	-11%	-3	-9%	-1%	-8	-3%	-1%	-4%	0%	9%	?

# High-throughput results: PubChem, National Center for Advancing Translational Sciences (NCATS)

# Only part of the results is shown; the hit share may differ from the screen's.
